Assay outcomes (PubChem)
LRH-1 inv ag – inverse agonists of human LRH-1 (NR5A2). O00482. HEK293T StAR-luciferase reporter, LRH-1 transfected, 24 h. inhibition, % at 3.6 µM. 360,000 compounds, 0.13% hits;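 active means inhibition above the mean inhibition of all tested compounds plus 3 SD, cut at about 73% in these data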;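 further: 0% = DMSO wells and 100% = reporter-only cells lacking LRH-1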
SRC1 inh – inhibitors of human steroid receptor coactivator 1 (SRC1); Q15788; HEK293 GAL4-SRC1 luciferase reporter, luminescence; inhibition, % at 3.6 µM; 360,000 compounds, 0.12% hits; AID 588354;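 active means inhibition above the campaign mean plus 3 SD, with each screening campaign given its own cutoff, cut at about 60% in these data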;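 further: 0% = DMSO treated cells and 100% = gossypol at 36 µM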
TLR9-MyD88 inh – inhibitors of human TLR9-MyD88 binding | AID 504734 | CHO BLA complementation TLR9-MyD88, CCF4 FRET ratio | inhibition, % at 4.98 µM | Q9NR96+Q99836 | 340,000 compounds, 0.21% hits;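 active means inhibition above the mean over all tested compounds plus 3 SD, cut at about 21% in these data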;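 further: 0% = DMSO only wells and 100% = clavulanate BLA inhibitor control wells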
SRC3 inh – human NCOA3 inhibition | Q9Y6Q9 | HEK293 GAL4-SRC3 luciferase reporter, luminescence | inhibition, % at 3.6 µM | 360,000 compounds, 0.17% hits | AID 588352;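 active means inhibition above a per-campaign cutoff, the mean of all compounds plus 3 SD, cut at about 60% in these data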;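 further: 0% = DMSO-treated cells and 100% = gossypol-treated cells at 36 µM; higher means less SRC3-driven luciferase light from the GAL4 reporter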
NOD2-RIPK2 inh – NOD2-RIPK2 protein interaction inhibition; CHO BLA complementation NOD2-RIPK2, CCF4 ratio; AID 624267; inhibition, % at 4.98 µM; 360,000 compounds, 0.38% hits; O43353; in the data active means inhibition above about 21%;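 further: 0% = vehicle only and 100% = reference blocker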
EBV LMP1 NFkB – reduces LMP1-driven NF-kappaB luciferase signal; AID 504558; 350,000 compounds, 0.69% hits; LMP1-induced NF-kappaB luciferase reporter cells, luminescence; inhibition, % at 12.5 µM; in the data active means inhibition above about 41%;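 further: 0% = neutral control wells and 100% = reference inhibitor control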
SRC2 inh – human SRC2 (NCOA2) inhibition; HEK293 GAL4-SRC2 luciferase reporter, luminescence; Q15596; inhibition, % at 9 µM; AID 651957; 370,000 compounds, 0.17% hits;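 active means inhibition above the mean inhibition of all tested compounds plus 3 SD, set per campaign, cut at about 52% in these data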;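 further: 0% = DMSO treated cells and 100% = cells given Gossypol at 36 µM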
MC4R barr agon – agonists of human melanocortin 4 receptor (MC4R) beta-arrestin. activation, % at 8.9 µM. 360,000 compounds, 0.98% hits. P32245. U2OS MC4R beta-arrestin complementation, luminescence; percent of melanotan II response, DMSO zero;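 active means activation above a per-plate cutoff, the mean activation of sample wells on that plate plus 3 SD, cut at about 8% in these data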
ABHD5-PLIN5 inh – blocks binding of human ABHD5 to perilipin-5; Q00G26+Q8WTS1; Split G. princeps luciferase complementation, luminescence, 4 h; inhibition, % at 4 µM; 360,000 compounds, 0.78% hits; AID 602281;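 active means inhibition above the mean inhibition across every tested compound plus 3 SD, cut at about 22% in these data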;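 further: 0% = DMSO only wells and the 100% control is not disclosed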
Target sequence (Q00G26 whole entry, looked up): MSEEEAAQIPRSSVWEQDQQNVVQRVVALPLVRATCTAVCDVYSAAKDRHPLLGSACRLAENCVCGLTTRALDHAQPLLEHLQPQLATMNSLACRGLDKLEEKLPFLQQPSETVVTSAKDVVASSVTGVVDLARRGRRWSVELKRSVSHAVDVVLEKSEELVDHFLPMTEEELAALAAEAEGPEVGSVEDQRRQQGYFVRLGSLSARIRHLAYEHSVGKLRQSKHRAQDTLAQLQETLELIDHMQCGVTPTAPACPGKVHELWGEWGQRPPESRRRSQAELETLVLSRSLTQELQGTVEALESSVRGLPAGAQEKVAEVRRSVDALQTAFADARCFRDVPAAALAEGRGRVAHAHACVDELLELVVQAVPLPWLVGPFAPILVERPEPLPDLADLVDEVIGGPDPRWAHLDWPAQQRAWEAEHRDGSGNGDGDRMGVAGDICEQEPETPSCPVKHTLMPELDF
Target sequence (Q8WTS1 whole entry, looked up): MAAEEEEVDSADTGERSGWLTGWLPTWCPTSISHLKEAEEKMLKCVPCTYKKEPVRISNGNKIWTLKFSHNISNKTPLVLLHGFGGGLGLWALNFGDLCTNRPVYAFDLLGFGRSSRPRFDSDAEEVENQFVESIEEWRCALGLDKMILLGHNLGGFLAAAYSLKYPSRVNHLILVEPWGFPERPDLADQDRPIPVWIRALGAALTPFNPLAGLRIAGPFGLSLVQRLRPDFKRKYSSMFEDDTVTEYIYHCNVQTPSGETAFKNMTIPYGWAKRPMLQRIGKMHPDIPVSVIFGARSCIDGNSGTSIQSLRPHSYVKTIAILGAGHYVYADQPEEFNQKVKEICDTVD
MC4R antagonist – human MC4R antagonism in cAMP assay | MC4R-expressing cells, MTII-stimulated cAMP, LANCE TR-FRET | AID 540295 | inhibition, % at 6.5 µM | 360,000 compounds, 0.48% hits;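 active means inhibition above its plate's cutoff, the mean of tested wells on that plate plus 3 SD, cut at about 29% in these data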;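 further: 0% = Melanotan II alone and 100% = Melanotan II plus saturating MCL0020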
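Test system: U2OS cells stably expressing human melanocortin 4 receptor (MC4R); also added: Melanotan II challenge; compound: 6.5 µM single dose; timing: 30-min compound preincubation, 1-h Melanotan II challenge, 1-h detection, room temperature; signal: Eu-cAMP/anti-cAMP TR-FRET, emission 671 nm; repeats: one well per compound, no replicates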
NR2F2 inh – NR2F2 (human) inhibition, primary screen | HEK293T NGFI-A luciferase reporter, luminescence | AID 686940 | 370,000 compounds, 0.7% hits | inhibition, % at 8.6 µM;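 active means inhibition above a per-plate cutoff, mean inhibition of test wells between control levels plus 3 SD, cut at about 38% in these data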;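 further: cells cotransfected with COUP-TFII expression vector driving the NGFI-A reporter; 0% = median of COUP-TF2 test wells and 100% = reporter-only cells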
* hit, by the source's call. Some of the compounds tested (hit frequency here may not be typical).

Results for COCCCNC(=O)Cn1cc(/C=C(\C#N)C(=O)NC2CC2)c2ccccc21 ?
LRH-1 inv ag: 7; SRC1 inh: -5; TLR9-MyD88 inh: -2; SRC3 inh: -14; NOD2-RIPK2 inh: 0; EBV LMP1 NFkB: -4; SRC2 inh: -9; MC4R barr agon: -1.9; ABHD5-PLIN5 inh: 5; MC4R antagonist: -6; NR2F2 inh: 7

Results for Cc1ccc(Nc2ncc(C(=O)NCCCN3CCN(C)CC3)c3ccccc23)cc1Cl ?
LRH-1 inv ag: 5; SRC1 inh: -6; TLR9-MyD88 inh: 1; SRC3 inh: 19; NOD2-RIPK2 inh: -8; EBV LMP1 NFkB: 7; SRC2 inh: -13; MC4R barr agon: -1.8; ABHD5-PLIN5 inh: 7; MC4R antagonist: 0; NR2F2 inh: -18

Results for COc1ccc([C@H]2CC(=O)C=C(c3ccc(Oc4ccccc4)cc3)C2)cc1OC ?
LRH-1 inv ag: -3; SRC1 inh: -7; TLR9-MyD88 inh: -6; SRC3 inh: -4; NOD2-RIPK2 inh: -2; EBV LMP1 NFkB: 16; SRC2 inh: 40; MC4R barr agon: 0.4; ABHD5-PLIN5 inh: 9; MC4R antagonist: 4; NR2F2 inh: 44*

How did COc1ccccc1-c1cnnc(N/N=C/c2ccc(-c3cccc(Br)c3)o2)n1 do in these assays?
LRH-1 inv ag: -34; SRC1 inh: -18; TLR9-MyD88 inh: -8; SRC3 inh: -5; NOD2-RIPK2 inh: -2; EBV LMP1 NFkB: -2; SRC2 inh: -13; MC4R barr agon: 1.6; ABHD5-PLIN5 inh: -3; MC4R antagonist: 19; NR2F2 inh: 17

Results for COc1cccc(NC(=O)C2(C)CCN2C(=O)Cc2cccc3ccccc23)c1 (stereo not given) ?
LRH-1 inv ag: -2; SRC1 inh: 11; SRC3 inh: -65; NOD2-RIPK2 inh: 1; SRC2 inh: -2; MC4R barr agon: -1.1; ABHD5-PLIN5 inh: -10; MC4R antagonist: 4; NR2F2 inh: 11

What do the screens show for `CC1(C)CC2CC(C)(CN2S(=O)(=O)c2cccc(C(=O)OCC(=O)NC(N)=O)c2)C1` (stereo not given)?
LRH-1 inv ag: -11; SRC1 inh: 5; TLR9-MyD88 inh: -3; SRC3 inh: 0; NOD2-RIPK2 inh: 9; EBV LMP1 NFkB: -7; SRC2 inh: 20; MC4R barr agon: -1.8; ABHD5-PLIN5 inh: -7; MC4R antagonist: 19; NR2F2 inh: 0

Results for O=C(O)Cc1ccc(NC(=O)Nc2cccc3ccccc23)cc1 ?
LRH-1 inv ag: -1; SRC1 inh: 6; TLR9-MyD88 inh: -1; SRC3 inh: 14; NOD2-RIPK2 inh: -6; EBV LMP1 NFkB: -7; SRC2 inh: -22; MC4R barr agon: -3.1; ABHD5-PLIN5 inh: -11; MC4R antagonist: 1; NR2F2 inh: 12

What do the screens show for `C=CCn1cc(/C=C2\SC(N3CCOCC3)=NC2=O)c2ccccc21`?
LRH-1 inv ag: -9; SRC1 inh: 14; SRC3 inh: 19; NOD2-RIPK2 inh: -12; SRC2 inh: -38; MC4R barr agon: 0.1; ABHD5-PLIN5 inh: 10; MC4R antagonist: -1; NR2F2 inh: 5

What do the screens show for `COc1ccc(C(=O)NCC(c2cccs2)N2CCc3ccccc32)c(OC)c1` (stereo not given)?
LRH-1 inv ag: 0; SRC1 inh: 4; TLR9-MyD88 inh: -3; SRC3 inh: 13; NOD2-RIPK2 inh: -17; EBV LMP1 NFkB: 8; SRC2 inh: 20; MC4R barr agon: 0.2; ABHD5-PLIN5 inh: 7; MC4R antagonist: 8; NR2F2 inh: 13

What do the screens show for `COc1ccc(S(=O)(=O)NC(C)C(=O)NCc2ccccn2)cc1Cl` (stereo not given)?
LRH-1 inv ag: 1; SRC1 inh: 7; TLR9-MyD88 inh: 0; SRC3 inh: 7; NOD2-RIPK2 inh: 16; EBV LMP1 NFkB: -2; SRC2 inh: -1; MC4R barr agon: -0.3; ABHD5-PLIN5 inh: -5; MC4R antagonist: 3; NR2F2 inh: 8

How did CCc1ccc(CNc2ccc3c(c2)ncn3C)cc1 do in these assays?
LRH-1 inv ag: -148; SRC1 inh: -111; TLR9-MyD88 inh: -2; SRC3 inh: -94; NOD2-RIPK2 inh: 13; EBV LMP1 NFkB: -20; SRC2 inh: -38; MC4R barr agon: -0.4; ABHD5-PLIN5 inh: -5; MC4R antagonist: -3; NR2F2 inh: -42

What do the screens show for `COc1ccc(NC(=O)C#Cc2ccccc2)cc1OC`?
LRH-1 inv ag: -5; SRC1 inh: 7; TLR9-MyD88 inh: -5; SRC3 inh: -5; NOD2-RIPK2 inh: -7; EBV LMP1 NFkB: -14; SRC2 inh: 19; MC4R barr agon: 1.9; ABHD5-PLIN5 inh: -7; MC4R antagonist: 0; NR2F2 inh: -32

Results for O=C(CCCCCN1C(=O)CCC1=O)Nc1ccc(Br)cc1F ?
LRH-1 inv ag: -13; SRC1 inh: -4; TLR9-MyD88 inh: -3; SRC3 inh: -8; NOD2-RIPK2 inh: -12; EBV LMP1 NFkB: -11; SRC2 inh: -19; MC4R barr agon: -0.6; ABHD5-PLIN5 inh: -1; MC4R antagonist: -3; NR2F2 inh: 11

How did O=C(CNC(=O)c1ccccc1Br)N/N=C/c1ccc(O)cc1 do in these assays?
LRH-1 inv ag: -7; SRC1 inh: -3; TLR9-MyD88 inh: 4; SRC3 inh: -11; NOD2-RIPK2 inh: 1; EBV LMP1 NFkB: -1; SRC2 inh: -5; MC4R barr agon: -1.0; ABHD5-PLIN5 inh: 4; MC4R antagonist: 13; NR2F2 inh: -11

Results for COc1ccc(C(=O)N2CCCC(CO)C2)cc1OC1CCN(C(C)C)CC1 (stereo not given) ?
LRH-1 inv ag: 0; SRC1 inh: -17; TLR9-MyD88 inh: 9; SRC3 inh: 4; NOD2-RIPK2 inh: -4; EBV LMP1 NFkB: 0; SRC2 inh: 7; MC4R barr agon: -2.2; ABHD5-PLIN5 inh: 2; MC4R antagonist: 2; NR2F2 inh: -4

How did Cc1ccc(Cn2c(=O)n(-c3ccccc3)c(=O)c3ccc(C(=O)NCc4ccco4)cc32)cc1 do in these assays?
LRH-1 inv ag: 27; SRC1 inh: 8; TLR9-MyD88 inh: 0; SRC3 inh: 6; NOD2-RIPK2 inh: 10; EBV LMP1 NFkB: 8; SRC2 inh: -6; MC4R barr agon: 7.6; ABHD5-PLIN5 inh: 11; MC4R antagonist: 4; NR2F2 inh: 16

What do the screens show for `COc1ccc(CCNC(=O)COc2ccc([N+](=O)[O-])cc2)cc1`?
LRH-1 inv ag: 4; SRC1 inh: 7; TLR9-MyD88 inh: -3; SRC3 inh: 0; NOD2-RIPK2 inh: 1; EBV LMP1 NFkB: -2; SRC2 inh: -12; MC4R barr agon: -1.4; ABHD5-PLIN5 inh: 1; MC4R antagonist: 4; NR2F2 inh: 0

Results for COc1ccc(-c2[nH]ncc2-c2nc(C)cs2)c(O)c1 ?
LRH-1 inv ag: -1; SRC1 inh: 0; TLR9-MyD88 inh: -8; SRC3 inh: 5; NOD2-RIPK2 inh: -1; EBV LMP1 NFkB: -5; SRC2 inh: 0; MC4R barr agon: -1.3; ABHD5-PLIN5 inh: 2; MC4R antagonist: -3; NR2F2 inh: 2

What do the screens show for `COc1ccc(O)c(/C=N/NS(=O)(=O)c2ccc(C)cc2)c1`?
LRH-1 inv ag: -5; SRC1 inh: -15; TLR9-MyD88 inh: 1; SRC3 inh: -18; NOD2-RIPK2 inh: 5; EBV LMP1 NFkB: -25; SRC2 inh: 0; MC4R barr agon: -0.8; ABHD5-PLIN5 inh: 0; MC4R antagonist: 1; NR2F2 inh: -37

Results for C#Cc1ccc([C@@H]2C=C(C(=O)OCC=C)O[C@H](OCCCCO)C2)cc1 ?
LRH-1 inv ag: -27; SRC1 inh: -9; TLR9-MyD88 inh: -2; SRC3 inh: 10; NOD2-RIPK2 inh: 8; EBV LMP1 NFkB: -5; SRC2 inh: -2; MC4R barr agon: 0.5; ABHD5-PLIN5 inh: -3; MC4R antagonist: 5; NR2F2 inh: -7

Results for O=C(OCC(=O)N1CCC(Cc2ccccc2)CC1)c1cncc(Br)c1 ?
LRH-1 inv ag: 11; SRC1 inh: -27; TLR9-MyD88 inh: -3; SRC3 inh: 23; NOD2-RIPK2 inh: 5; EBV LMP1 NFkB: 3; SRC2 inh: 9; MC4R barr agon: 0.9; ABHD5-PLIN5 inh: 2; MC4R antagonist: 9; NR2F2 inh: 12

How did C[C@H](CO)N1C[C@H](C)[C@@H](CN(C)Cc2ccc(-c3ccccc3)cc2)Oc2ccc(NC(=O)Cn3cnnn3)cc2C1=O do in these assays?
LRH-1 inv ag: -29; SRC1 inh: 3; TLR9-MyD88 inh: 9; SRC3 inh: 0; NOD2-RIPK2 inh: -6; EBV LMP1 NFkB: 0; SRC2 inh: 5; MC4R barr agon: -0.7; ABHD5-PLIN5 inh: 2; MC4R antagonist: 16; NR2F2 inh: -5

How did CCOC(=O)c1c(NC(=O)c2cc3n(n2)C(C(F)(F)F)CC(c2ccccc2)N3)sc(C)c1C (stereo not given) do in these assays?
LRH-1 inv ag: -4; SRC1 inh: -17; TLR9-MyD88 inh: -4; SRC3 inh: 16; NOD2-RIPK2 inh: -10; EBV LMP1 NFkB: -2; SRC2 inh: 3; MC4R barr agon: 0.0; ABHD5-PLIN5 inh: -4; MC4R antagonist: -1; NR2F2 inh: 1

How did COc1ccc(CN(C(=O)c2ccc(C)cc2)C2CCS(=O)(=O)C2)cc1 (stereo not given) do in these assays?
LRH-1 inv ag: 6; SRC1 inh: -12; TLR9-MyD88 inh: 0; SRC3 inh: -3; NOD2-RIPK2 inh: 6; EBV LMP1 NFkB: -34; SRC2 inh: -11; MC4R barr agon: -2.0; ABHD5-PLIN5 inh: 1; MC4R antagonist: 6; NR2F2 inh: -1

What do the screens show for `Cn1c(=O)nc2n(Cc3ccccc3)c3cccc(Cl)c3cc-2c1=O`?
LRH-1 inv ag: -14; SRC1 inh: -16; TLR9-MyD88 inh: -6; SRC3 inh: 19; NOD2-RIPK2 inh: -1; EBV LMP1 NFkB: -7; SRC2 inh: -13; MC4R barr agon: 1.1; ABHD5-PLIN5 inh: -1; MC4R antagonist: 3; NR2F2 inh: 19
